# HEK293 cAMP ctrl = parental HEK293 cAMP activation (counter-screen) | parental HEK293 CNG cAMP sensor, membrane potential fluorescence | Potency, µM (series often up to 57.1 µM), without a hit: top-dose activation, hits mostly activators | hit rate 2.5% among 73,000; note: potency is the fitted concentration of half-maximal effect; % of control where 0% means no effect; nearly all actives have a fitted effect of over 55% in size
#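 Parental HEK 293 cells stably expressing a modified CNG channel (no TSHR) report cAMP rise as membrane depolarization. Membrane potential dye with 100 uM RO 20-1724 was loaded for 60 min at room temperature, then compound added for 30 min; fluorescence read at 590 nm.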
# USP2a inh = blocks human ubiquitin-specific protease USP2a; O75604; USP2a enzymatic assay, qHTS inhibition; Potency, µM (highest dose often 38.3 µM), inactives show at the highest dose activity change, negative = inhibition, hits mostly inhibitors; hit rate 0.1% among 60,000; AID 927;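 note: potency is the fitted concentration of half-maximal effect; nearly all actives have a fitted effect of over 60% in size; plate controls were DMSO for no effect and NEM full inhibition control for full effect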
#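 20 nM USP2 core + cpd, 30 min RT; add 20 nM Ub-PLA2/20 uM NBD C6-HPC; read Ex460/Em535 at 0 h and 2.5 h. Normalized to NEM; qHTS curve fit/classification.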
# Tau filament bind = binders of human tau filaments. Potency, µM (highest dose often 57.1 µM), for inactives: top-dose activity change, negative = inhibition. hit rate 2% among 71,000. P10636. recombinant tau filaments, thioflavin S fluorescence, 15 h; filaments grown with octadecylsulfate alongside compound. AID 596;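 note: potency is the fitted concentration of half-maximal effect; % is set by controls: 0 for no effect and ±100 for the full control effect; actives lower thioflavin S fluorescence by blocking filaments or displacing dye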
#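 Assay mix: 1 uM His-tagged tau, 30 uM sodium octadecylsulfate, thioflavine S dye in HEPES/NaCl/DTT buffer. Compound is added prior to the inducer. Fluorescence after 15 h at 37 C.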
# HADH2 inh = inhibitors of human HADH2 dehydrogenase; Q99714; recombinant HADH2, NADH fluorescence, beta-hydroxybutyryl-CoA; Potency, µM (titrated, usually from 57.1 µM), without a hit: at the top dose activity change, negative = inhibition, actives largely listed as inhibitors; hit rate 3.4% among 73,000; AID 886; note: potency is the fitted concentration of half-maximal effect; % is set by controls: 0 for no effect and ±100 for the full control effect; nearly all actives have a fitted effect of over 60% in size; many of its hits are not listed in these tables
#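 NADH fluorescence (ex 360/em 450 nm) read every 30 s for 4 min; activity taken as last-minus-first time point difference. Enzyme 20 nM, NAD+ 1 mM, beta-hydroxybutyryl-CoA 90 uM, pH 9.0 Tris buffer.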
# ALOX15 inhib = 15-hLO (ALOX15) enzyme inhibition | P16050 | purified 15hLO-1, xylenol orange hydroperoxide absorbance | Potency, µM (top dose mostly 57.1 µM), inactives show top-dose activity change, negative = inhibition, most hits filed as inhibitors | hit rate 1.4% among 74,000 | AID 887; note: potency is the fitted concentration of half-maximal effect; % is set by controls: 0 for no effect and ±100 for the full control effect; nearly all actives have a fitted effect of over 55% in size
#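 Quantitative HTS in 25 mM Hepes pH 7.5 containing 0.01% Triton X-100: human 15hLO-1 at 40 nM, arachidonic acid at 50 uM, 6 min turnover. Product quantified via ferrous oxidation/xylenol orange, 573:405 nm absorbance ratio.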
# Caspase-7 inhib = blocks human caspase-7 allosterically or competitively. P55210. recombinant caspase-7, Ac-DEVD-AFC fluorescence rate. Potency, µM (top dose mostly 57.5 µM), for inactives: at the highest dose activity change, negative = inhibition, actives largely listed as inhibitors. hit rate 0.02% among 75,000; active = well fitted inhibition curve with a large enough effect in the main read-out, with a control signal flat, not every such curve was filed as active; inconclusive = small, poorly fitted or top-dose-only effect, or a change in a side signal; note: potency is the fitted concentration of half-maximal effect; % of control where 0% means no effect
# Rhodamine fluor = compound autofluorescence in rhodamine spectral region. Rhodamine-region fluorescence, 547/598 nm, Tris buffer; stronger effect = higher value. AID 594. hit rate 0.05% among 59,000. max dye-equivalent concentration, M; in the data active = max dye-equivalent concentration above about 11 nM; inconclusive = between about 1.1 nM and that limit
#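 Compound fluorescence in 100 mM Tris, pH 8.0, read after 15 min at room temperature with 547 nm excitation and 598 nm emission. Output is dye-equivalent concentration from an on-plate rhodamine standard series.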
# BRCT inh green = inhibitors of human BRCA1 BRCT-phosphoprotein interaction (green fluorophore). hit rate 0.05% among 75,000. AID 875. P38398. BRCA1 BRCT-phosphopeptide binding, green fluorescence polarization. Potency, µM (series often up to 76.9 µM), for inactives: at the top dose activity change, negative = inhibition, actives largely listed as inhibitors;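 note: potency is the fitted concentration of half-maximal effect; plate controls were peptide without protein for full effect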
#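 Fluorescence polarization: His-tagged BRCT (~35 kDa BRCA1 C-terminus, 250 nM) bound to 100 nM fluorescein-labeled phosphorylated 10-aa BACH1 peptide, pH 7.3 phosphate buffer with DTT and Tween 20. Compounds incubated 12 min at room temperature; inhibition read as lowered polarization.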
# BRCT inh red = BRCT-phosphoprotein interaction inhibition (red fluorophore) | P38398 | BRCT-phosphopeptide binding, red fluorescence polarization | Potency, µM (top dose mostly 76.9 µM), for inactives: top-dose activity change, negative = inhibition, most hits filed as inhibitors | hit rate 0.03% among 75,000 | AID 892; note: % is set by controls: 0 for no effect and ±100 for the full control effect
#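 Fluorescence polarization: 100 nM His-tagged BRCA1 BRCT with 100 nM TAMRA-labelled phospho-BACH1 decapeptide, phosphate buffer pH 7.3 with 150 mM NaCl, DTT, 0.01% Tween 20; 12 min RT. Binding inhibition seen as FP decrease.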
# Casp1 inh = allosteric or competitive inhibitors of human caspase-1; P29466; Caspase-1 enzyme, Ac-WEHD-AFC fluorogenic rate; Potency, µM (doses to about 57.5 µM), inactives show at the highest dose activity change, negative = inhibition, usual class: inhibitors; hit rate 0.03% among 75,000;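 note: potency is the fitted concentration of half-maximal effect; plate controls were vehicle for no effect and no substrate for full effect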
# Pol III holo inh = DNA polymerase III holoenzyme inhibition; Potency, µM (highest dose often 57.1 µM), for the others: at the top dose activity change, negative = inhibition; AID 603; reconstituted DNA polymerase III holoenzyme replication, biochemical; hit rate 0.25% among 71,000; note: potency is the fitted concentration of half-maximal effect; % is set by controls: 0 for no effect and ±100 for the full control effect
#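 Reconstituted *E. coli* holoenzyme (0.35 nM Pol III, 1 nM beta, 154 nM SSB, 2 nM primase) was preincubated with compound for 15 min at RT. Synthesis on 1.4 nM ssM13Gori ran 35 min, then was stopped with PicoGreen/EDTA and read as dsDNA fluorescence.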
# * marks the source's active call; other numbers are inactive results; i = inactive; ? = inconclusive; · = not tested or not shown; [ ] = another dose, or the depositor's remark. Unless noted, calls come from the whole dose curve; as a rule, active = well fitted curve in the direction sought with a large enough effect; inconclusive = small, poorly fitted or top-dose-only effect, or another doubt; inactive = no such curve, though single readings can be large; an effect the other way counts as inactive or inconclusive. The list is partial, so the mix of outcomes need not match the whole.
# Every second line gives: HEK293 cAMP ctrl	USP2a inh	Tau filament bind	HADH2 inh	ALOX15 inhib	Caspase-7 inhib	Rhodamine fluor	BRCT inh green	BRCT inh red	Casp1 inh	Pol III holo inh
COc1ccc(C2c3c(oc4ccccc4c3=O)C(=O)N2c2ccccn2)cc1 (stereo not drawn)
  0%	·	131%	-1%	4%	-1%	·	-1.2%	0.4%	-3%	-2%
CCn1c(Cc2ccc(OC)cc2)nnc1SCC(=O)Nc1nc2ccccc2s1
  4%	17%	24%	3%	0%	1%	i	-3.2%	-1.3%	1%	-6%
CCOC(=O)CCc1c(C)c2ccc(OCC(=O)OC(C)C)cc2oc1=O
  4%	7%	13%	-24%	-5%	-3%	i	0.1%	-0.8%	-4%	-4%
Cc1ccc(-c2c3c(=O)n(C)c(=O)n(C)c3cn2Cc2cccnc2)cc1
  -1%	12%	-1%	9%	1%	0%	i	0.1%	-0.5%	0%	10%
CC(=O)N(CN1C(=O)c2ccccc2C1=O)c1cccc(C)c1
  13%	1%	-5%	1%	-4%	1%	i	-0.3%	0.4%	2%	3%
O=C(Nc1ccc(S(=O)(=O)N2CCCCCC2)cc1)c1ccc(Br)o1
  4%	34%[activator]	19%	62%[activator]	-11%	-4%	·	-0.6%	-0.4%	-2%	2%
O=C(COc1cccc(Oc2ccccc2)c1)Nc1ncccn1
  6%	4%	10%	11%	-6%	1%	i	0.1%	-0.7%	1%	6%
C=CCn1c(SCc2c(F)cccc2Cl)nnc1-c1ccco1
  ?	2%	8%	-7%	-5%	-3%	i	-0.7%	-0.8%	0%	-6%
CCOC(=O)C1CCCN(C(=O)c2ccccc2NC(C)=O)C1 (stereo not drawn)
  ?	-10%	6%	-8%	5%	-3%	i	-7.5%	-0.4%	-1%	0%
CCC(=O)N1CCN(C(=O)c2ccccc2)CC1
  -5%	2%	-4%	-11%	-11%	-1%	i	-1.0%	0.5%	2%	3%
O=C(Nc1ccncc1)c1cccs1
  11%	-1%	0%	6%	3%	1%	·	-2.0%	-2.1%	0%	-6%
CN(C)c1nc(N)nc(-c2ccco2)n1
  -1%	-5%	-13%	11%	-4%	0%	·	-1.2%	-1.9%	-3%	-1%
Cc1ccc(SCC(=O)NCCN2C(=O)CSC2=O)c(C)c1
  3%	8%	2%	1%	-2%	-1%	i	-2.5%	-0.2%	0%	-4%
Cc1occc1-c1nnc(SCC(=O)N2c3ccccc3CCc3ccccc32)n1C
  ?	21%	16%	-3%	-1%	4%	i	-0.4%	-0.6%	1%	-8%
CC(CCC(=O)O)C1CCC2C3CC[C@H]4CC(O)CC[C@@]4(C)C3C=C[C@]12C (stereo partly drawn)
  ·	7%	·	·	?	?	·	0.1%[3.08 µM]	0.4%	-1%	·
Cc1ccc(-c2nc3ncccc3o2)cc1NC(=O)c1ccco1
  3%	10%	8%	7%	-1%	-2%	i	1.1%	-2.2%	-4%	6%
Cc1noc(C)c1COC(=O)CCc1nc2ccccc2s1
  20%	-4%	-1%	1%	8%	-1%	i	-1.7%	1.6%	1%	-1%
Cn1c(=O)c2c(n(C)c1=O)=NC1(CCCCC1)ON=2
  ?	-3%	-11%	3%	-1%	2%	i	-1.5%	-0.3%	-1%	-5%
Cc1nn(-c2ccccc2)c2sc(C(=O)N(CC(=O)NC(C)(C)C)Cc3ccco3)cc12
  16µM*	23%	27%	-7%	-5%	-2%	i	-0.1%	-2.2%	-1%	-5%
O=C(CSc1nnc(Cc2cccs2)n1Cc1ccco1)Nc1ccc(Br)cc1
  ?	44%[activator]	3%	?	-24%	-11%	i	4.8%	-1.7%	-3%	-15%

# Among those listed so far, 2 have bromine.
# Every second line gives: HEK293 cAMP ctrl	USP2a inh	Tau filament bind	HADH2 inh	ALOX15 inhib	Caspase-7 inhib	Rhodamine fluor	BRCT inh green	BRCT inh red	Casp1 inh	Pol III holo inh
O=C(Nc1ccc(S(=O)(=O)N2CCCCCC2)cc1)c1ccc(Br)o1
  4%	34%[activator]	19%	62%[activator]	-11%	-4%	·	-0.6%	-0.4%	-2%	2%
O=C(CSc1nnc(Cc2cccs2)n1Cc1ccco1)Nc1ccc(Br)cc1
  ?	44%[activator]	3%	?	-24%	-11%	i	4.8%	-1.7%	-3%	-15%

# Shown bar-delimited: entries from further up.
SMILES | HEK293 cAMP ctrl | USP2a inh | Tau filament bind | HADH2 inh | ALOX15 inhib | Caspase-7 inhib | Rhodamine fluor | BRCT inh green | BRCT inh red | Casp1 inh | Pol III holo inh
CC(=O)N(CN1C(=O)c2ccccc2C1=O)c1cccc(C)c1 | 13% | 1% | -5% | 1% | -4% | 1% | i | -0.3% | 0.4% | 2% | 3%
O=C(Nc1ccncc1)c1cccs1 | 11% | -1% | 0% | 6% | 3% | 1% | · | -2.0% | -2.1% | 0% | -6%
CCOC(=O)CCc1c(C)c2ccc(OCC(=O)OC(C)C)cc2oc1=O | 4% | 7% | 13% | -24% | -5% | -3% | i | 0.1% | -0.8% | -4% | -4%
O=C(CSc1nnc(Cc2cccs2)n1Cc1ccco1)Nc1ccc(Br)cc1 | ? | 44%[activator] | 3% | ? | -24% | -11% | i | 4.8% | -1.7% | -3% | -15%

# Other entries
# Every second line gives: HEK293 cAMP ctrl	USP2a inh	Tau filament bind	HADH2 inh	ALOX15 inhib	Caspase-7 inhib	Rhodamine fluor	BRCT inh green	BRCT inh red	Casp1 inh	Pol III holo inh
Cn1c(=O)[nH]c(=O)c2c1nc(NCCc1ccccc1)n2CC(O)COc1ccccc1 (stereo not drawn)
  -13%	7%	199%	7%	-28%	-2%	i	-0.4%	1.0%	-1%	-2%
O=C(Cn1cnc2ccccc2c1=O)c1c[nH]c2ccccc12
  -11%	-2%	8%	10%	2%	1%	i	0.4%	-0.3%	2%	-2%
CCN(CC)S(=O)(=O)c1ccc2c(c1)nc(SCC(=O)NC1CC1)n2-c1ccccc1OC
  -2%	17%	-1%	-5%	-1%	-2%	i	-0.3%	0.5%	-5%	-12%
COc1cc(OC)cc(-c2nnc(SCC(=O)N3CCCc4ccccc43)o2)c1
  ?	·	10%	-4%	1%	1%	i	3.5%	-1.0%	-5%	-2%
O=C(NCc1ccc(F)cc1)c1cc(-c2ccco2)on1
  11%	6%	-17%	0%	3%	0%	i	0.2%	-1.3%	2%	-10%
C=CC[C@@H]1C=C[C@@H](O/N=C\[C@@H](NS(=O)(=O)c2ccc(C)cc2)[C@H](C)/C=C\CC(=O)OC)[C@@H](CO)O1
  -1%[11.4 µM]	·	·	-5%[11.4 µM]	8%[11.4 µM]	-1%[11.5 µM]	·	-1.2%[15.4 µM]	0.6%[15.4 µM]	3%[11.5 µM]	·
COc1cc(/C=C\C(=O)N2CCCCC2=O)cc(OC)c1OC
  -9%	·	?	-2%	·	·	i	·	·	·	-3%
COc1ccc(O[C@H]2C=C[C@@H](c3ccccc3)O[C@H]2COC(=O)CC/C(C)=N\OC[C@@H](O)COCc2ccco2)cc1
  21%[11.4 µM]	·	·	1%[11.4 µM]	9%[11.4 µM]	-1%[11.5 µM]	·	1.8%[15.4 µM]	0.5%[15.4 µM]	-3%[11.5 µM]	·
CCOc1ccc(OCC)c(NC(=O)CNS(=O)(=O)c2cccs2)c1
  8%	6%	-1%	-2%	-7%	2%	i	1.7%	-1.8%	0%	-4%
CC1CN(C(=O)c2ccccc2C(=O)c2ncc[nH]2)CC(C)O1 (stereo not drawn)
  -8%	-10%	8%	-5%	5%	1%	i	-1.6%	-0.2%	0%	-1%
CCn1c(SCC(=O)c2ccccc2)nnc1-c1cnccn1
  -2%	10%	-2%	-12%	0%	-2%	i	1.2%	2.7%	-1%	-8%
COC(=O)CN1CCN(C(=O)c2ccc(F)cc2)c2ccccc2C1
  5%	-1%	4%	6%	5%	0%	i	-2.1%	-0.1%	0%	-3%
COc1nc(OC)nc(N2CCC(C(=O)NC3CCCCCC3)CC2)n1
  -2%	-2%	-5%	15%	-9%	-1%	i	-2.8%	0.5%	-1%	-9%
Nc1nc2ccccc2n1CCN1CCCC1
  11%	0%	-2%	6%	11%	-2%	i	-0.8%	-0.1%	-2%	-2%
CC(C)C(=O)Nc1cccc(NC(=O)c2cccnc2)c1
  21%	-5%	-4%	-1%	3%	1%	i	-5.1%	0.4%	-1%	-5%
CC(=O)Nc1nc(-c2ccccc2)nc(C)c1C(C)=O
  1%	-2%	-7%	4%	-9%	0%	·	2.6%	-1.2%	1%	-4%
O=C(Cn1[nH]c(=O)c2ccccc2c1=O)NCc1cccnc1
  -8%	-1%	12%	-15%	5%	0%	i	-0.1%	0.1%	0%	-4%
